# FBPA Giardia inh = inhibitors of Giardia lamblia fructose-1,6-bisphosphate aldolase; purified Giardia FBPA; Potency, µM (doses to about 59.6 µM), for the others: at the top dose activity, negative = inhibition, most hits filed as inhibitors; 290,000 compounds, 0.71% hits; AID 2451; note: potency is the fitted concentration of half-maximal effect; % is set by controls: 0 for no effect and ±100 for the full control effect; nearly all actives have a fitted effect of over 55% in size
# Target sequence (A8B2U2 whole entry, looked up): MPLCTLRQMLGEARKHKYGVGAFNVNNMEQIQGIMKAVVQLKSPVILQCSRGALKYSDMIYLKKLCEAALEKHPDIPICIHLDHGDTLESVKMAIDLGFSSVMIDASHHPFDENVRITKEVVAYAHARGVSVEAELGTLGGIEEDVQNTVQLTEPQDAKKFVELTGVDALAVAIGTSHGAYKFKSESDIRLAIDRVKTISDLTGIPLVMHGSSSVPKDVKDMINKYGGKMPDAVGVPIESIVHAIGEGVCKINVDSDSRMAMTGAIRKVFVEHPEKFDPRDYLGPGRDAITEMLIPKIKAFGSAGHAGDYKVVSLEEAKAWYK
#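 40 nM FBPA preincubated 10 min at RT with compound (up to 57.5 uM final), then substrate plus GAPDH/TPI/NAD/arsenate coupling and diaphorase/resazurin added. Fluorescence read after 20 min at RT, 525/598 nm.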
# Pf growth 48h = inhibits P. falciparum growth in the first generation, 48 h | P. falciparum luciferase growth in erythrocytes, 48 h | Potency, µM (titrated, usually from 28.7 µM), for inactives: at the highest dose activity change, negative = inhibition, usual class: inhibitors | 310,000 compounds, 5.9% hits | AID 504832; note: potency is the fitted concentration of half-maximal effect; % is set by controls: 0 for no effect and ±100 for the full control effect
#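 Luminescence readout; reporter = integrated firefly luciferase in P. falciparum. RBC culture at 2% hematocrit, 0.1% parasitemia final, 37 C/5% CO2; decreased signal taken as growth inhibition.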
# Pf growth 96h = P. falciparum growth inhibition at 96 hour, primary screen for plastid delayed-death inhibitors; P. falciparum luciferase reporter growth, 96 h; Potency, µM (top dose mostly 28.7 µM), inactives show at the top dose activity change, negative = inhibition, most hits filed as inhibitors; 320,000 compounds, 6.9% hits; AID 504834; note: potency is the fitted concentration of half-maximal effect; % is set by controls: 0 for no effect and ±100 for the full control effect
#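 Parasite growth measured via integrated firefly luciferase reporter in P. falciparum. Infected erythrocytes at 2% hematocrit, 0.05% parasitemia final were treated 96 hours at 37 C under 5% CO2, and luminescence was read.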
# Shiga toxin inh = Shiga toxin inhibition; Vero cells, Shiga toxin protein synthesis inhibition reporter; inhibition, % at 38.7 µM; 290,000 compounds, 9.2% hits; AID 2315; in the data active = inhibition mostly above about 28%, no sharp cut-off; inactive = mostly below about 43%; note: 0% is about no effect
# HCV inhibitor = inhibitors of hepatitis C virus infection | Potency, µM (doses to about 41.8 µM), for the others: at the highest dose activity change, negative = inhibition, hits mostly inhibitors | Huh7.5.1 HCVcc-Cre infection, luciferase reporter, 44 h | 340,000 compounds, 3.4% hits; note: potency is the fitted concentration of half-maximal effect; % is set by controls: 0 for no effect and ±100 for the full control effect
#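 A cell-based infection assay in which seeded cells (1,000 per well) receive test compound after 4 h, are inoculated with HCVcc-Cre at approximately 0.5 moi, and are incubated 44 h before luminescence detection.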
# Cycloheximide cs = affects cycloheximide protein synthesis inhibition readout, counter-screen; 300,000 compounds, 12% hits; max response, %; AID 2314; cell reporter, cycloheximide protein synthesis inhibition counterscreen; in the data active = max response mostly above about 13%, no sharp cut-off; inactive = mostly below about 14%; note: read at 38.3 µM for the half of the compounds with a filed dose; 0% is about no effect
# * marks the source's active call; other numbers are inactive results; ? = inconclusive; / = not tested or not shown; [ ] = dose if it differs, or a comment. Unless noted, calls come from the whole dose curve; as a rule, active = well fitted curve in the direction sought with a large enough effect; inconclusive = small, poorly fitted or top-dose-only effect, or another doubt; inactive = no such curve, though single readings can be large; an effect the other way counts as inactive or inconclusive.
# Order of values – FBPA Giardia inh, Pf growth 48h, Pf growth 96h, Shiga toxin inh, HCV inhibitor, Cycloheximide cs
COc1ccccc1NC(=O)COC(=O)c1ccc(S(=O)(=O)NCc2ccco2)cc1
 : 0%, 5%, -2%, 31, 8%, 23
CC(C)CCSc1nc(N2CCOCC2)c2c(c1C#N)CC(C)(C)OC2
 : 0%, 9.3µM*, 3%, -21, ?, -8
O=C(COC(=O)C1CC2C=CC1C2)NCc1ccccc1Cl (stereo not drawn)
 : 2%, 25%, -4%, 3, -16%, -5
CC/C=C/CC(=O)N[C@@H](c1ccccc1)[C@@H](O)C(=O)O[C@H]1C[C@@]2(O)[C@@H](OC(=O)c3ccccc3)C3[C@](C)(C(=O)[C@H](OC(C)=O)C(=C1C)C2(C)C)[C@@H](O)C[C@H]1OC[C@@]31OC(C)=O (stereo partly drawn)
 : ?, 0.47µM*, 0.33µM*, 1, -27%, 1
CCn1c(Cc2cccc3ccccc23)nnc1SCC(=O)Nc1nccs1
 : 3%, -30%, -23%, -2, ?, -2
CC[C@]1(c2ccccc2)NC(=O)NC1=O
 : -5%, /, /, -4, /, 10
Cc1cc(C)nc(SC2CCCCC2NS(=O)(=O)c2ccccc2)n1 (stereo not drawn)
 : 3%, -22%, ?, -11, 0%, -2
Cc1cccc(C)c1N(CC(=O)N1CCOCC1)S(C)(=O)=O
 : 6%, 1%, ?, 32, 3%, -2
COc1ccc(CC(=O)N/N=C(\C)CC(=O)Nc2cccc(F)c2)cc1
 : -3%, 28%, 22%, -13, -25%, -5
Cc1onc(-c2ccccc2Cl)c1C(=O)N1CCOC12CCCCC2
 : 2%, -20%, -4%, -19, 9%, -1
Cc1cc(C)c(C)c(S(=O)(=O)Nc2ccc(OCC(=O)O)cc2)c1C
 : 15%, /, ?, -4, 11%, 1
CN(C)C(=O)Nc1ccc(-n2nc(C(C)(C)C)oc2=O)c(Cl)c1
 : 3%, /, /, -1, /, -2
COc1ccc([C@H]2CC(=O)C=C(c3cccc(Cl)c3)C2)cc1OC
 : /, ?, ?, /, 19%, /
CCN(CC)S(=O)(=O)c1ccc(N2CCCC2)c(NC(=O)c2ccccc2OC)c1
 : 3%, ?, 10µM*, 2, -23%, 2
Cc1ccc(CN2C(=O)C3CCCN3c3ccc(C#N)cc32)cc1 (stereo not drawn)
 : 1%, ?, 1.7µM*, -4, /, 1
O=C(CSc1nnc(NC(=O)c2ccccc2F)s1)NC1CCCC1
 : 5%, ?, -5%, 65*, -5%, 27*
CCOP(=O)(OCC)C(NC(=O)Nc1ccc(C)c(Cl)c1)c1ccccc1 (stereo not drawn)
 : 0%, ?, 15µM*, 19, -25%, 7
O=C(NCCN1CCOCC1)c1ccccc1N1C(=O)[C@@H]2Cc3c([nH]c4ccccc34)C(c3ccc(F)cc3)N2C1=O (stereo partly drawn)
 : ?, ?, ?, -6, -18%, 3
CCN(CC)S(=O)(=O)c1ccc(N2CCOCC2)c(NC(=O)C(C)Oc2ccc(F)cc2)c1 (stereo not drawn)
 : /, 4.7µM*, 15µM*, /, ?, /
Cn1nccc1C(=O)N1CCN(c2cccc(Cl)c2)CC1
 : 9%, 12%, -1%, 1, 5%, -2
CCOC(=O)c1sc(N)nc1C(C)(C)C
 : 0%, -4%, 4%, -13, -10%, -2
Cn1nc(C(=O)NNC(=O)C2CSC3(C)CCC(=O)N23)c2ccccc2c1=O (stereo not drawn)
 : /, -1%, 12%, /, ?, /
N#CCC(CNc1ncc(C(F)(F)F)cc1Cl)OC(=O)c1ccc(Cl)cc1Cl (stereo not drawn)
 : -9%, 2.9µM*, 2.3µM*, 10, 7%, 8
CCC1(CC)Cc2ccccc2C(Nc2c(C)n(C)n(-c3ccccc3)c2=O)=N1
 : 5%, 12%, 93%[activator], 35, -23%, -2
N#Cc1cccc(NC(=O)CNc2cccc(S(=O)(=O)N3CCCCC3)c2)c1
 : /, 15µM*, ?, /, ?, /
Cc1ccc(-c2csc(NC(=O)c3ccc(Br)cc3)c2C(=O)O)cc1
 : ?, /, 4%, 15, 0%, 13
Cc1ccsc1/C=N/NC(=O)CNC(=O)c1ccccc1
 : 10%, 0%, 49%[activator], -3, ?, 16
COc1ccc(N2CN=C3SCC(=O)N3C2)cc1
 : -21%, 15%, 8%, 20, 3%, 11
COc1ccc(-c2cc3c(=O)n(CC(=O)NCCCN4CCC(N5CCCCC5)CC4)nc(C)n3n2)cc1
 : /, ?, 8.3µM*, 4, ?, 0
COc1cc(CN(C(=O)c2ccco2)C2CCS(=O)(=O)C2)cc(OC)c1OC (stereo not drawn)
 : -15%, 6%, 87%[activator], 0, 12%, -7
COc1ccc(NC(=O)c2nnn(CC(=O)Nc3ccc4c(c3)OCO4)c2N)cc1OC
 : -6%, 31%[activator], ?, 3, ?, 3
CCCCNC(=O)c1c(N)n(Cc2ccc3c(c2)OCO3)c2nc3ccccc3nc12
 : -22%, -7%, 40%[activator], -7, -14%, -3
Cc1ccc(-n2nnnc2SC(C)C(=O)Nc2ccccc2-c2ccccc2)cc1 (stereo not drawn)
 : -1%, ?, 9.3µM*, -4, 8%, -1
Cc1cc(NC(=O)Cc2ccccc2)ccc1NC(=O)c1cccs1
 : -1%, 7%, ?, 2, 15%, 4
Cc1c(C(=O)NCCC2=CCCCC2)sc2ncnc(N3CCCCC3C)c12 (stereo not drawn)
 : 6%, ?, 2.6µM*, 4, ?, -6
CC(=O)NCCc1ccc(S(=O)(=O)NCc2ccc3c(c2)OCO3)cc1
 : 3%, 0%, 0%, -2, 3%, 4
COc1cc2c(cc1OC)C(C)N(C(=O)Nc1ccc(F)cc1)CC2 (stereo not drawn)
 : 10%, -21%, -23%, -24, -26%, 0
N#Cc1cccc2cnccc12
 : -8%, 15%, 20%, -19, 2%, 8
O=C(N/N=C/c1sc(N2CCOCC2)nc1-c1ccccc1)c1cccc(S(=O)(=O)N2CCOCC2)c1
 : -6%, 1.9µM*, 2.1µM*, 14, ?, 0
O=C(CC1C(=O)NCCN1C(=O)Nc1ccccc1)Nc1ccc2c(c1)OCCO2 (stereo not drawn)
 : -4%, 17%, 0%, 19, 8%, -3
Cc1ccc(N(C(=O)CCl)C(C(=O)NC2CCCCC2)c2cccnc2)cc1C (stereo not drawn)
 : 5%, ?, ?, -1, 0.89µM*, 2
O=c1c(Cl)c(Cl)cnn1Cc1nnc(-c2ccccc2Br)o1
 : -5%, 5%, -5%, -7, ?, 29
Cn1c(N)c(C#N)c2c(c1=S)COC(C)(C)C2
 : -12%, /, 4%, -4, 41%[activator], -6
O=C(Cc1cccs1)N1CCCC(c2nc(-c3ccc(S(=O)(=O)N4CCCC4)cc3)no2)C1 (stereo not drawn)
 : 1%, ?, 9%, -10, ?, -3
COc1ccc(/C=C/C(=O)N2c3ccccc3Sc3ccc(C(F)(F)F)cc32)cc1
 : 0%, -11%, ?, -3, -8%, 7
COC(=O)c1ccccc1NC(=O)C1CCN(C(=O)c2cc(OC)c(OC)c(OC)c2)CC1
 : 2%, /, -28%, -6, -16%, 2
COCCn1c(SCC(N)=O)nnc1-c1c[nH]c2ccccc12
 : -2%, /, -14%, -11, 11%, -8
COc1ccc([N+](=O)[O-])cc1N(CC(=O)N1CCOCC1)S(C)(=O)=O
 : 3%, 37%[activator], ?, 4, 10%, 10
O=C(CN(C1CCCCC1)S(=O)(=O)c1ccccc1)NCC1CCCO1 (stereo not drawn)
 : -1%, -2%, 10%, -2, 3%, -5
COc1cccc(C(=O)N2c3ccccc3Sc3ccccc32)c1
 : ?, 10µM*, 102%[activator], 13, ?, -2
CCC(C)c1ccccc1OCCOCCN1CCCC1 (stereo not drawn)
 : -16%, ?, 3%, -15, 8%, -5
O=S(=O)(Nc1ccc2cn[nH]c2c1)c1ccc(Cl)s1
 : -4%, -1%, -5%, -6, 8%, -2
CCCCN(CC)c1nc(-c2ccncc2)nc2ccccc12
 : ?, 2.9µM*, /, -16, 5.6µM*, -1
O=C(Cn1c2[n+](c3ccc(C(F)(F)F)cc31)CCCCC2)Nc1ccc(Br)cc1
 : 0%, 10µM*, 10µM*, 30, 6%, 11
COc1ccccc1/C=C(/C(=O)OCC(=O)Nc1ccccc1C(C)C)c1ccccc1
 : 10%, 0%, 28%, -4, 6%, 1
COC(=O)c1ccc(C2=NOC(C)(c3nnc(Cc4ccccc4)o3)C2)cc1 (stereo not drawn)
 : /, ?, ?, /, 5%, /
Cc1ccccc1C(=O)Nc1ccnn1C1CCN(Cc2ccccn2)CC1
 : /, 2%, ?, -3, 0%, 1
Cc1ccc(S(=O)(=O)N2CCN(C(=O)c3ccccn3)CC2)cc1
 : 2%, -7%, 20%, 26, 2%, -2
Cc1cccc(NC(=O)CSc2nnnn2C)n1
 : 2%, 4%, 0%, -10, -13%, -2
COc1ccc(/C=C/C(=O)NC(=S)N2CCN(c3ccccc3OC)CC2)cc1
 : -14%, -11%, -24%, 22, -13%, 20*

# Going on with the list:
# Order of values – FBPA Giardia inh, Pf growth 48h, Pf growth 96h, Shiga toxin inh, HCV inhibitor, Cycloheximide cs
Cc1ccc(C)c(OC(=O)c2cccnc2Cl)c1C
 : 0%, 12%, 22%, 27, -2%, 3
COC(=O)C1CCN(C(=O)/C=C/c2ccc(OC)cc2)CC1
 : -1%, 166%[activator], /, 93, 15%, 49*
COCCN(C(=O)c1csnn1)C(C(=O)NC1CCCC1)c1ccccc1 (stereo not drawn)
 : /, 14%, 33%[activator], 6, 12%, 0
CC1CCN(C(=O)CSc2nnc(-c3ccncc3)n2C)CC1
 : -5%, 29%, ?, -11, -8%, -4
COc1ccccc1NC(=O)CSc1nnc(CSc2nc(C)cc(C)n2)o1
 : 2%, 3%, 1%, -7, 9%, -2
O=C(CN1CCN(c2ccc(F)cc2)CC1)NC(=O)NCc1ccco1
 : -3%, ?, -6%, -6, 5%, 1
C=C(C)Cn1c(-c2ccccc2)nc2ccccc21
 : 2%, -5%, ?, -9, ?, -2
CCc1ccc(C2C(C#N)=C(N)SC(N)=C2C#N)cc1
 : -26%, 5.9µM*, -9%, -9, 20%, 10
NS(=O)(=O)c1ccc(CCNC(=O)Cc2ccccc2[N+](=O)[O-])cc1
 : 4%, -11%, 36%[activator], -7, 5%, -2
CC1CCN(S(=O)(=O)c2ccc(NC(=O)Cc3ccc(S(=O)(=O)N4CCOCC4)s3)cc2)CC1
 : /, -21%, ?, /, ?, /
Nc1nc(-c2ccc(Cl)cc2)c(S(=O)(=O)c2ccccc2)s1
 : 0%, 32%[activator], 7%, 38, -10%, -1
Cc1ccccc1C(=O)Nc1ccnn1C1CCN(Cc2ccc(CO)o2)CC1
 : /, -12%, 4%, -13, 16%, 10
CC(C)(C)c1ccc(C2C(C#N)=C(N)Oc3n[nH]c(-c4cccnc4)c32)cc1 (stereo not drawn)
 : -7%, 5%, 1%, 9, 3%, 13
COc1ccc(/C=C/c2c([N+](=O)[O-])c(=O)n(C)c(=O)n2C)cc1OC
 : -1%, ?, -1%, 5, -9%, -4
CC(=O)NC1=NN(C(C)=O)C(C)(CC(=O)OC(C)(C)C)S1 (stereo not drawn)
 : 1%, -9%, /, -20, 24%, -1
COc1ccc(CNCc2cccc(OC)c2OC)cc1Br
 : ?, -11%, 69%[activator], -9, ?, 7
CC1=C(C(=O)OCC(C)C)C(c2ccsc2)NC(=O)N1 (stereo not drawn)
 : 3%, /, 6%, -2, 2%, 0
O=C(Nc1ccncc1)c1ccc(Cl)c(S(=O)(=O)N2CCCC2)c1
 : /, 12µM*, ?, /, ?, /

# Copied from the list.
# For Pf growth 96h, COc1ccccc1NC(=O)CSc1nnc(CSc2nc(C)cc(C)n2)o1 reads 1%
# For HCV inhibitor, CC1CCN(C(=O)CSc2nnc(-c3ccncc3)n2C)CC1 reads -8%
# For Shiga toxin inh, CC(C)(C)c1ccc(C2C(C#N)=C(N)Oc3n[nH]c(-c4cccnc4)c32)cc1 (stereo not drawn) reads 9

# From PubChem BioAssay

# Hits appear at their usual frequency; overall some 24% were active at least once.
